FXIa inh 1536: inhibitors of human coagulation factor XIa | P03951 | purified FXIa, Boc-Glu-Ala-Arg-AMC fluorogenic substrate | actives 0.14% (n = 220,000) | inhibition, % at 5 µM;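 active means inhibition of at least 40%; inactive means inhibition below 40%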;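 further: fluorescence of freed AMC excited at 355 nm; 0% = enzyme without compound and 100% = no enzyme blank; many of its hits are not listed in these tables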
Target sequence (P03951 19-387 limits assumed): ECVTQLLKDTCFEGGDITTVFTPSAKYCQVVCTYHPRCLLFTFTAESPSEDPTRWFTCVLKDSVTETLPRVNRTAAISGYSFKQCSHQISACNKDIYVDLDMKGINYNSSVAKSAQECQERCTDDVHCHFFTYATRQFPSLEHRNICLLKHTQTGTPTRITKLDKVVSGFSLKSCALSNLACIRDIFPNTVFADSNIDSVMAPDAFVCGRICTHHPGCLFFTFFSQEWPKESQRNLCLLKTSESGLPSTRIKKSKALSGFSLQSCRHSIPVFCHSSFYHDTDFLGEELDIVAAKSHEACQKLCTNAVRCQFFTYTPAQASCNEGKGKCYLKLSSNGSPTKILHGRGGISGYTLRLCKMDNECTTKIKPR
Target sequence (P03951 388-625 limits assumed): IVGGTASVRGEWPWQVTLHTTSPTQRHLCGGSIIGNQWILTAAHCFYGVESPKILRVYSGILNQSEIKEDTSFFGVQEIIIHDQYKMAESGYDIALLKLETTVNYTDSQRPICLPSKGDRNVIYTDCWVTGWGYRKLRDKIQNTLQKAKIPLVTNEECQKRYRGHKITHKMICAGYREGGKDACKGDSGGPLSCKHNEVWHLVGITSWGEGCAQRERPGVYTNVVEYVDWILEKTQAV
hK5 inh: blocks human kallikrein 5 protease activity | AID 873 | Q9Y337 | recombinant hK5, fluorogenic AMC substrate cleavage | inhibition, % at 5 µM | actives 0.59% (n = 210,000);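 active means inhibition of 40% or more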;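 further: 0% = enzyme controls without compound and 100% = no-enzyme blanks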
Target sequence (Q9Y337 67-293 limits assumed): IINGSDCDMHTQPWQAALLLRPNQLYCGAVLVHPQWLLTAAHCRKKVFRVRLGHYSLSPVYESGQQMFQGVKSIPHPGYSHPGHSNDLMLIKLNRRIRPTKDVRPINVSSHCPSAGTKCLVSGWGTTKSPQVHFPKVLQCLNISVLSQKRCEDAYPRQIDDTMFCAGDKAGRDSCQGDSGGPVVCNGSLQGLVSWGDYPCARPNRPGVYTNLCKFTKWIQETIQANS
thrombin 1536: inhibitors of human thrombin. P00734. alpha-thrombin, Boc-VPR-AMC fluorogenic substrate cleavage. inhibition, % at 5 µM. actives 0.26% (n = 220,000). AID 1046;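 active means inhibition at or above 40%; inactive means inhibition below 40%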;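 further: 0% = enzyme with no compound and 100% = wells without enzyme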
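Material: Human alpha-thrombin protein | Buffer or medium: pH 7.5 Tris-saline with Tween 20 | Reagent: Boc-VPR-AMC substrate, 15 µM final | Schedule: Reaction at ambient temperature | Detection: AMC fluorescence at 355 nm excitation and 460 nm emission | Evaluation: Percent inhibition scaled between no-compound controls and no-enzyme blanks | Controls: no-compound enzyme wells and no-enzyme blanks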
Wee1 degr inh: blocks degradation of human Wee1 kinase; actives 1.2% (n = 220,000); AID 1321; reporter increase, % at 5 µM; HeLa Luc-Wee1K328M stability, luciferase luminescence; 100% = proteasome inhibitor MG132 effect;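 active means activation above the mean of all tested compounds plus 3 SD, set per screening run, cut at about 8.8% in these data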;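 further: cells exposed to compound for 20 h before luminescence read; 0% = DMSO alone and 100% = MG132 at 30 µM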
14-3-3 Bad inh: disrupts binding of bovine 14-3-3 zeta to phospho-Bad peptide; TR-FRET 14-3-3zeta/Dy647-pBad peptide displacement, 1 h; inhibition, % at 21.7 µM; actives 0.71% (n = 220,000); AID 781;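 active means inhibition above about 70%, limit read from the data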;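 further: 0% = full 14-3-3 plus peptide FRET controls and 100% = background without 14-3-3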
FXIIa inh 1536: blocks human coagulation factor XIIa protease activity | P00748 | purified FXIIa, Boc-QGR-AMC fluorogenic substrate, 2 h | inhibition, % at 5 µM | actives 0.3% (n = 220,000); in the data active means inhibition above about 40%;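 further: 0% = enzyme with no compound and 100% = blank without enzyme; many of its hits are not listed in these tables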
Hck-Nef inh: human Hck-Nef kinase inhibition; P08631; Recombinant Hck-YEEI plus Nef, Z-Lyte FRET kinase assay; inhibition, % at 20 µM; actives 0.68% (n = 220,000); AID 463187;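 active means Hck-Nef kinase inhibition above about 50%, limit read from the data; inactive means inhibition below that limit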;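 further: 0% = DMSO with Hck plus Nef and 100% = Hck alone without Nef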
Runt-CBFb FRET: blocks binding of human RUNX1 Runt domain to CBFb | Q01196+Q13951 | Cerulean-Runt/Venus-CBFb FRET ratio 530/480, 1 h | inhibition, % at 20 µM | actives 0.46% (n = 220,000) | AID 1496;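 active means inhibition over about 50% at 20 µM in the single-dose screen, limit read from the data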;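 further: 0% = DMSO wells and 100% = excess unlabeled CBFb competitor control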
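Assay system: Cerulean-Runt domain / Medium: Tris 50 mM pH 7.5, KCl, K2SO4, 0.01% BSA / Timing: protein complex preformed 1 h, compound exposure 1 h, room temperature, dark / Measured by: FRET, excitation 422 nm, emission at 530 and 480 nm / Evaluation: loss of energy transfer signal / Control set: 5 µM unlabeled CBFb as full-inhibition high control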
Runt-SMMHC FRET: Runt domain-CBFb-SMMHC interaction inhibition. Cerulean-Runt/Venus-CBFb-SMMHC FRET ratio 530/480, 1 h. inhibition, % at 20 µM. actives 0.74% (n = 220,000). AID 1434;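 active means mean inhibition across duplicate retests at 20 µM reaching about 50%, limit read from the data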;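 further: 0% = DMSO wells and 100% = wells with excess untagged CBFb-SMMHC; inhibitors lower the FRET ratio by blocking Runt binding to CBFb-SMMHC; some results filed as inactive read as strong as hits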
Starred values were filed as active, the others as inactive; . = no result given; [ ] = another dose, or the depositor's remark.

canonical_smiles | hK5 inh | FXIa inh 1536 | 14-3-3 Bad inh | Wee1 degr inh | FXIIa inh 1536 | thrombin 1536 | Runt-CBFb FRET | Runt-SMMHC FRET | Hck-Nef inh
COc1cc(/C=N/NC(=O)c2cccc(S(=O)(=O)N3CCCCC3)c2)cc(Br)c1O | 4.7 | 3.0 | -25.0 | -2.2 | 14.0 | 1.3 | 0.2 | -9.9 | 0.0
O=C(c1ccc(=O)oc1)N1CCN(C(c2ccccc2)c2ccccc2)CC1 | -7.0 | 0.3 | -13.5 | -0.9 | 9.2 | -1.0 | -2.1 | -1.3 | 2.1
Cc1cc(NC(=O)CSc2ccc(F)cc2)no1 | -15.6 | -2.6 | 6.2 | 2.6 | 1.5 | -2.0 | . | -3.3 | -5.2
CCN(CC)c1ccc(C(=O)c2cnc(/N=C/N(C)C)s2)cc1 | -7.2 | -1.5 | -8.1 | 3.0 | 8.1 | -8.2 | -14.7 | -28.2 | -1.5
O=C(c1cnn2c(C(F)F)cc(-c3ccccc3)nc12)N1CCc2ccccc2C1 | 0.5 | 0.2 | -19.1 | -1.5 | 5.3 | -17.1 | -2.3 | -2.1 | 28.0
Cc1nn(C)c(C)c1S(=O)(=O)N1CCC(C(=O)NC(C)c2ccccc2)CC1 (stereo not given) | 9.6 | -7.4 | -3.5 | 4.4 | -3.2 | -4.0 | -0.4 | -0.1 | -3.0
CCOC(=O)c1cc(C#N)c(SCC(=O)Nc2ccc(C(C)=O)cc2)[nH]c1=O | 6.1 | 5.8 | 9.5 | 2.6 | 15.7 | -4.8 | -2.1 | 0.7 | 14.5
CNC(=O)CSc1nc(-c2ccccc2)c(-c2ccccc2)[nH]1 | -12.3 | 1.4 | 11.5 | -2.1 | 17.7 | 3.5 | -2.3 | -1.1 | 1.4
COc1ccc(CCn2c(SCC(=O)Nc3cc(C)on3)nc3ccsc3c2=O)cc1OC | -1.1 | 7.0 | 19.5[fluorescence artefact?] | -0.2 | 16.8 | -0.1 | -2.3 | 1.2 | 65.0*
CC(C)CN1CCC(=O)N(CCSc2ccc(Br)cc2)CC1 | 5.4 | 20.2 | 0.1 | . | 2.7 | -3.7 | 2.6 | 4.0 | 10.4
CCOC(=O)N1CCN(c2ncnc3c2cnn3-c2ccc(Cl)cc2)CC1 | -7.5 | 4.8 | 3.8 | 2.2 | -6.8 | 4.9 | 1.2 | 1.7 | 7.6
CC/C(=N/NC(=O)CCC(=O)Nc1ccccc1OC)c1ccccc1 | -10.5 | 4.2 | 9.6[fluorescence artefact?] | 2.7 | 4.9 | -12.4 | -3.3 | 2.0 | -0.7
Cc1cc(C)n(C2CC(=O)N(c3ccccc3)C2=O)n1 (stereo not given) | 23.9 | 4.1 | 0.4[fluorescence artefact?] | 0.3 | 16.0 | 3.0 | 2.9 | 1.7 | 6.8
Clc1ccc(CSCCc2ccncc2)cc1 | -9.2 | -4.0 | 12.4 | -0.7 | -0.6 | -5.9 | 2.0 | 0.6 | 3.1
CC1CC1C(=O)Nc1cc(S(=O)(=O)N2CCOCC2)ccc1N1CCCC1 (stereo not given) | -5.4 | -6.4 | -0.1 | -2.1 | 5.1 | -1.9 | -0.7 | -1.4 | 15.1
Cc1ccc(SCC(=O)c2ccc[nH]2)cc1 | -4.1 | -2.2 | -10.4 | 2.6 | 7.0 | -7.8 | 0.0 | 2.3 | 15.4
NC(=O)N1CCc2ccccc21 | -6.8 | -0.7 | -6.9 | 1.4 | 5.1 | -11.3 | -0.9 | 3.7 | 13.2
COc1ccc(-c2cnnc(N/N=C/C(C)=C/c3ccccc3)n2)cc1 | -1.4 | 11.1 | -4.8[fluorescence artefact?] | 3.0 | 19.4 | -2.9 | -2.4 | -5.6 | 2.6
CCCCC(=O)Nc1ccc(C(=O)c2ccccc2)cc1 | 11.7 | 6.3 | 21.0 | 5.2 | 31.6 | 10.4 | 0.7 | 2.7 | 14.7
CCOC(=O)c1ccccc1NC(=O)c1ccccc1N(C)S(C)(=O)=O | -4.5 | -1.3 | 3.5 | -2.9 | 9.2 | -2.3 | 0.9 | 126.3 | 2.4
CCOC(=O)c1[nH]c(C)c(C(=O)NCCc2ccc(OC)cc2)c1C | -18.3 | -4.8 | -4.2 | -3.0 | 9.2 | -4.7 | -0.4 | 3.4 | -6.7
COC(=O)CN(c1nc(C)c(Cl)c(OC)n1)S(=O)(=O)c1ccc(C)cc1 | -1.6 | 2.8 | 6.0[fluorescence artefact?] | 3.6 | 7.7 | 1.5 | 0.8 | -2.6 | 8.7
CCOC(=O)C1=C(c2ccccc2)N=C2SCC(=O)N2C1c1ccc2c(c1)OCO2 (stereo not given) | -9.7 | 7.9 | -5.2 | -4.2 | 16.0 | 5.8 | -1.1 | -7.1 | 3.4
COC(=O)c1[nH]c2cccc(OC)c2c1NC(=O)C(C)N1CCC(C)CC1 (stereo not given) | 1.9 | -1.0 | -0.8 | 0.4 | 10.5 | -2.6 | 0.5 | 0.9 | -14.4
O=C(NCc1ccco1)C(c1ccncc1)N(CCC1=CCCCC1)C(=O)Cn1nnc2ccccc21 (stereo not given) | -25.3 | 3.5 | -6.1 | -1.0 | 18.9 | 5.4 | -1.8 | 0.6 | -0.5
Cc1ccc(NC(=O)COC(=O)CCc2ccc(S(=O)(=O)N3CCOCC3)cc2)cc1C | 2.0 | -2.5 | -11.9 | 6.8 | 7.7 | 0.5 | -2.9 | 4.5 | 17.2
Cc1cccc(COc2ccc(/C(O)=C3\C(=O)C(=O)N(CCN(C)C)C3c3ccncc3)cc2)c1 (stereo not given) | -10.8 | -8.8 | 2.8 | 4.5 | 1.8 | 1.6 | -1.7 | 3.1 | 0.9
CCN(CCO)Cc1csc2ccc(Cl)cc12 | -13.1 | 0.4 | -11.2[fluorescence artefact?] | 5.4 | 5.2 | -4.0 | -0.5 | 2.6 | 6.4
CNc1nc(OCCNC(=O)Nc2ccccc2)nc(N2CCOCC2)n1 | -3.1 | -4.6 | 3.1[fluorescence artefact?] | 1.9 | 7.7 | -2.5 | 5.6 | -1.1 | -10.6
O=C(COC(=O)c1cccnc1Cl)c1cccc(Cl)c1 | -5.0 | 1.7 | -1.2 | 1.8 | 5.5 | 0.3 | 4.1 | -1.1 | -17.6
CCCc1cc(C(=O)N2CCC(N3CCC(C(=O)NC(C)C)CC3)CC2)n(C)n1 | -3.3 | -6.2 | -2.3 | -3.8 | 4.7 | -3.4 | 0.3 | 3.2 | 19.9
Cc1cc(NCc2ccccn2)n2nc(C)c(-c3ccccc3)c2n1 | -8.9 | 6.9 | -1.2 | 0.1 | 9.2 | -1.0 | 1.7 | 5.7 | 5.5
CCOC(=O)c1cc(-c2nnc(-c3ccc(Oc4ccccc4)cc3)o2)c(C)nc1C | -3.0 | 3.9 | -0.5 | -2.4 | 13.3 | -4.2 | -2.4 | -1.6 | 15.4
CCn1c(-c2c(Cl)c(C)nn2C)n[nH]c1=S | 55.5* | -0.3 | -8.4[fluorescence artefact?] | -3.0 | 16.9 | 15.9 | 4.2 | 2.6 | 2.0
CCCC(CCC)C(=O)Oc1cc(C)[nH]c(=O)c1[N+](=O)[O-] | 26.4 | 39.9 | 11.0 | 0.3 | 37.0 | 12.9 | 2.1 | 3.2 | 20.1
O=C(CN1CCOc2ccccc21)NCc1ccc(F)cc1 | -9.1 | 2.6 | -4.6 | 1.5 | 7.0 | -5.3 | 1.0 | 3.4 | -2.2
COc1ccc(CNc2ccc(C)c(C)c2)c(OC)c1OC | -1.9 | -5.7 | -7.8 | -0.1 | 6.5 | -5.2 | 0.6 | 5.6 | 19.0
C=CCC(C(=O)c1ccccc1)[N+](C)(C)CC=C (stereo not given) | -2.1 | -3.5 | -1.4 | 3.8 | 3.9 | 8.5 | -0.2 | 3.6 | 33.9
Cc1ccc(NC(=O)CN(C)C(=O)CCCN2C(=O)c3ccccc3C2=O)cc1 | -12.3 | 0.6 | 12.8[fluorescence artefact?] | -4.0 | -10.1 | -4.3 | -1.7 | -5.9 | 1.1
Clc1ccc(/C=N/NC(=Nc2ccccc2)c2ccccn2)c(Cl)c1 | -0.1 | -2.0 | 0.9 | -0.6 | 6.3 | -4.5 | -0.4 | -2.0 | 0.5
O=C(Nc1ccccc1Cl)N1CCSc2ccccc21 | 1.3 | 2.9 | 5.4 | -3.5 | 7.9 | -4.5 | 0.9 | 2.8 | -13.5
CCN(C(=O)COC(=O)c1c(NC(C)=O)sc(C)c1C)C1CCS(=O)(=O)C1 (stereo not given) | 3.7 | -9.9 | -1.9[fluorescence artefact?] | 3.1 | 1.8 | -1.1 | 1.8 | -5.0 | 1.7
Cc1nc(NCCc2ccccc2F)c(C#N)c(C)c1[N+](=O)[O-] | 24.7 | 14.1 | . | -0.4 | 25.2 | 45.9* | -0.4 | -0.5 | -1.0
O=C(O)c1cnc(-c2ccccc2)nc1Sc1cccc(Cl)c1 | 4.5 | 2.9 | -6.4 | 0.8 | 14.3 | 5.7 | -1.7 | -5.9 | 1.7
Cc1ccc(CNC(=O)COC(=O)c2ccc(Br)cc2)cc1 | -13.5 | 6.0 | -2.7[fluorescence artefact?] | 0.3 | 7.3 | -2.5 | 0.3 | -6.9 | 4.9
C[C@]12CCC3c4ccc(OCC(=O)O)cc4CCC3C1CCC2=O (stereo not given in full) | 0.2 | -2.7 | -1.3 | -1.4 | 5.4 | -1.8 | -1.2 | 3.9 | 16.8
COC(=O)CCC(=O)OC1(C)C(=O)C=C2C=C(C3CC3)N(Cc3ccc4c(c3)OCO4)C=C2C1=O (stereo not given) | 3.4 | 2.0 | -1.6 | . | 6.2 | -0.3 | 8.1 | 2.0 | 18.0
S=C(NN=C1CCCCCC1)Nc1ccc(Cl)cc1 | -157.7 | 5.2 | 9.2[fluorescence artefact?] | 6.2 | 7.4 | 3.8 | 5.7 | 4.8 | 1.1
CC(C)n1c(=S)[nH]c2cc(C(F)(F)F)ccc21 | 0.6 | 3.7 | -8.2 | -2.4 | 15.8 | 1.4 | 3.0 | 1.4 | -12.8
O=C(Nc1ccc2c(c1)C(=O)NC2=O)c1ccc(S(=O)(=O)N2CCCC2)cc1 | -8.7 | -0.6 | -5.5 | 3.4 | 6.9 | -0.6 | -1.8 | -3.1 | 9.5
Cc1onc(-c2ccccc2)c1C(=O)NC(CC(=O)O)c1ccc(OC(C)C)cc1 (stereo not given) | -3.8 | 1.1 | 26.2 | -0.3 | 13.4 | 1.1 | -0.4 | -1.9 | -0.6

Hck-Nef inh: entries above that show a hit
canonical_smiles | hK5 inh | FXIa inh 1536 | 14-3-3 Bad inh | Wee1 degr inh | FXIIa inh 1536 | thrombin 1536 | Runt-CBFb FRET | Runt-SMMHC FRET | Hck-Nef inh
COc1ccc(CCn2c(SCC(=O)Nc3cc(C)on3)nc3ccsc3c2=O)cc1OC | -1.1 | 7.0 | 19.5[fluorescence artefact?] | -0.2 | 16.8 | -0.1 | -2.3 | 1.2 | 65.0*

Screening data (PubChem)
